Compound activity as filed in PubChem.
OXTR potentiator – human OXTR potentiators, primary screen, fluorescence, CHO-OTR cells, Fluo-8 calcium | Oxytocin receptor (Homo sapiens), P30559 | Fluo-8 calcium fluorescence, potentiator mode; 0% = oxytocin EC15, 100% = EC100 | activation, % at 3 µM | 0.061% of 320,000 active | AID 2445, 2010;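 active means activation above that plate's cutoff, the mean activation of tested compounds plus 3 SD, cut at about 6.6% in these data, passing the limit was not always enough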;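 further: 100% uses oxytocin at 75 nM as the full agonist control; some results filed as inactive read as strong as hits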
Target sequence (P30559 whole entry, looked up): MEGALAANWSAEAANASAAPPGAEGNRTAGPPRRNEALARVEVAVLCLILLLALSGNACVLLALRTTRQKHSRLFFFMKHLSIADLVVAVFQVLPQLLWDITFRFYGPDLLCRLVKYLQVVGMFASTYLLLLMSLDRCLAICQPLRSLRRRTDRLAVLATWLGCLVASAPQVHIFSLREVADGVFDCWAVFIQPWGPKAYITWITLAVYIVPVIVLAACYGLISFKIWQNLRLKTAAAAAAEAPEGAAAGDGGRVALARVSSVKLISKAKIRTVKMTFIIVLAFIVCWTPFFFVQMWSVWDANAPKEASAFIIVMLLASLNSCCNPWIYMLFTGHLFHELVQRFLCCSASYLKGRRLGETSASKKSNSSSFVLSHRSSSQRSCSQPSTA
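System: human OTR in CHO cells / Also added: sub-maximal oxytocin, roughly EC15 / Control set: EC15 oxytocin low, 75 nM oxytocin high / Schedule: 6 min compound pre-incubation at room temperature, 100 s kinetic read / Compound: single-point 3.0 µM / Replication: singlicate / Technique: Fluo-8 calcium dye fluorescence / Read-out basis: % activation of max/min ratio relative to oxytocin controls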
V1aR counter – agonists of human V1a receptor, primary screen, counter-screen for OXTR agonist project, fluorescence, CHO-V1R cells; Fluo-8 calcium fluorescence, agonist mode; 0% DMSO, 100% 3 nM vasopressin; activation, % at 3 µM; 0.25% of 320,000 active; AID 2797, 2010;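 active means activation above the mean activation of all tested compounds plus 3 SD, per screening run, cut at about 20% in these data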;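 further: signal is peak over basal fluorescence ratio across a 100 second FLIPR read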
M1 PAM parental – nonselective calcium activators in parental CHO-K1 cells, primary screen, counter-screen for M1 PAM project, cell-based, Fluo-8 calcium fluorescence, full deck, 1536-well. 0.02% of 360,000 active. activation, % at 3 µM. ATP EC20; 0% at ATP EC20, 100% at ATP max. AID 602247, 2012;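 active means activation above the run cutoff, the mean activation of all test compounds plus 3 SD, cut at about 40% in these data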;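 further: peak over basal fluorescence ratio in a 140 s read after ATP addition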
CHO parental Ca – ATP-evoked calcium signal inhibitors, parental CHO, primary screen, counter-screen for OX1R antagonist project, cell-based, fluorescence, Fluo-8 calcium dye | parental CHO-K1, ATP-induced calcium, Fluo-8 fluorescence | inhibition, % at 5.6 µM | 0.63% of 330,000 active | AID 463079, 2010;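 active means inhibition above that plate's mean sample inhibition plus 3 SD, cut at about 26% in these data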;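 further: 0% = ATP-challenged DMSO wells and 100% = DMSO wells without ATP; some compounds past the cut are filed as inactive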
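Assay system – parental CHO cells · Reagent – ATP stimulus · Detection – intracellular calcium via Fluo-8 no-wash fluorescent dye · Evaluation – percent inhibition of ATP-evoked calcium rise, normalized to controls · Controls – ATP wells versus no-ATP DMSO wells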
TAAR1 antag – human TAAR1 antagonists, primary screen, Fluo-8 calcium fluorescence, CHO RD-HGA16 cells; Trace amine-associated receptor 1 (Homo sapiens), Q96RJ0; antagonist; inhibition, % at 3 µM; 1.5% of 360,000 active; AID 624466, 2012;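 active means inhibition above a per-plate cutoff, the mean inhibition of test compounds on that plate plus 3 SD, cut at about 49% in these data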;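 further: 0% = DMSO plus EC80 beta-PEA response and 100% = DMSO alone without agonist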
Target sequence (Q96RJ0 whole entry, looked up): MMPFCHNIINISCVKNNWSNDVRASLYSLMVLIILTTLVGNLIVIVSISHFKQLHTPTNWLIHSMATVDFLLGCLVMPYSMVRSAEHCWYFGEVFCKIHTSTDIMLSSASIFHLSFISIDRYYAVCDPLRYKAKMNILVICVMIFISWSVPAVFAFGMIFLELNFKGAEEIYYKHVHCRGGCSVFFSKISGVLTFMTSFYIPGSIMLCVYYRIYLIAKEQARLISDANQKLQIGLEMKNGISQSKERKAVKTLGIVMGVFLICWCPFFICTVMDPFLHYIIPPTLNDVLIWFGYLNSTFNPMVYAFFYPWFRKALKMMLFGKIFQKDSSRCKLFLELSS
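Assay system: RD-HGA16 CHO cells with stable hTAAR1 and Gα16 / Reagent: EC80 β-phenethylamine stimulus / Doses: 3 µM, single point / Timing: dye loading 75 min at 37 °C, then 30 min room temperature / Measured by: Fluo-8 intracellular calcium dye fluorescence, real-time kinetic reads / Controls: vehicle wells and EC80 agonist wells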
CHO-K1 Ca ag – counter-screen for M1 agonists: effect in parental CHO-K1 cells; Fluo-8 calcium fluorescence; scaled to maximal ATP response, vehicle zero; activation, % at 3 µM; 0.48% of 360,000 active; in the data active means activation above about 15%;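 further: untransfected CHO-K1 host cells lacking M1 receptor as counterscreen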
OXTR ag – human OXTR agonists, primary screen, fluorescence, CHO-OTR cells, Fluo-8 calcium; Oxytocin receptor (Homo sapiens), P30559; Fluo-8 calcium fluorescence; normalized: DMSO 0%, oxytocin 100%; activation, % at 3 µM; 0.32% of 320,000 active; AID 2435, 2010;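 active means activation above the mean of all tested compounds plus 3 SD, cutoff set per screening run, cut at about 20% in these data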;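 further: peak over basal fluorescence ratio from a 100 s FLIPR kinetic read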
GPR7 antag – GPR7 receptor antagonists, primary screen, cell-based, fluorescence, single concentration; Neuropeptides B/W receptor type 1 (Homo sapiens), P48145; 1.1% of 290,000 active; inhibition, % at 4.4 µM; GPR7-expressing cells, fluorescence antagonist assay; in the data active means inhibition above about 16%, passing the limit was not always enough;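 further: cells stimulated with the agonist NPW; 0% = agonist with vehicle and 100% = vehicle without agonist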
Target sequence (P48145 whole entry, looked up): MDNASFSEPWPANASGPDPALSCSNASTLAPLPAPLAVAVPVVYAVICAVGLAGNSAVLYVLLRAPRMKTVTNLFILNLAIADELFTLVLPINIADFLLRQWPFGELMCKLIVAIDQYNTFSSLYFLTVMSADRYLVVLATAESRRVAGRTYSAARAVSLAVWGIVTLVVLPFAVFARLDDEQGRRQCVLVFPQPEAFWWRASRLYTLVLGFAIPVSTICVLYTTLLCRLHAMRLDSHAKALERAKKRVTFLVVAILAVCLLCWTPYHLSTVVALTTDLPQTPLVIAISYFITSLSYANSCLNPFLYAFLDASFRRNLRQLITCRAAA
CHO-K1 Ca antag – nonselective inhibitor or artifact in parental CHO-K1 cells; ATP-induced calcium, Fluo-8 fluorescence; inhibition, % at 3 µM; 0.6% of 360,000 active; AID 602250;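 active means inhibition above a per-plate cutoff, the plate's mean sample inhibition plus 3 SD, cut at about 24% in these data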;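 further: 0% = DMSO plus EC80 ATP and 100% = DMSO alone without ATP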
Starred values were filed as active, the others as inactive; . = not tested or not shown.

SMILES | OXTR potentiator | V1aR counter | M1 PAM parental | CHO parental Ca | TAAR1 antag | CHO-K1 Ca ag | OXTR ag | GPR7 antag | CHO-K1 Ca antag
CCN(CC)CCn1c2c(c(SCC(=O)Nc3cccc4ccccc34)nc1=O)CCC2 | -11 | -0.6 | -1 | -15 | -13 | -0.7 | -1.7 | . | 23
Cc1ccc(-c2noc(C3CCCN(C(=O)c4ccccc4)C3)n2)o1 (stereo not drawn) | -6 | -1.1 | 8 | -22 | 5 | 0.2 | -0.6 | -10 | -9
O=C(COC(=O)Cc1ccc(F)cc1)NC1CCCCCC1 | . | . | 4 | . | -9 | 0.8 | . | . | -7
CCC(CC)C(=O)N(C)c1c(C)nc2c(OCc3ccc(OC(F)F)cc3)cccn12 | . | . | -12 | . | -9 | 0.8 | . | . | 11
COC(=O)Cn1c(=NC(=O)c2ccc(S(=O)(=O)N3CCOCC3)cc2)sc2cc(S(N)(=O)=O)ccc21 | -9 | 0.7 | 11 | 2 | 2 | 1.1 | -0.8 | 7 | 2
COc1ccc(CNc2ccc(Br)cc2)cc1 | -7 | -0.7 | 16 | -8 | 12 | 0.7 | -2.2 | -13 | -12
CCCN=C1CC(C)(C)CC(=O)/C1=C(/O)CCC | -3 | 0.1 | 16 | -16 | 3 | 18* | -0.9 | -13 | 4
COc1c(-c2ccc([N+](=O)[O-])cc2[N+](=O)[O-])c(=O)n(C)c(=O)n1C | -6 | 0.2 | -9 | -4 | 0 | -0.5 | 0.6 | -13 | 5
COc1ccc(/C=N/Nc2ncnc3sc(C)c(C)c23)cc1 | -6 | 0.8 | 19 | -14 | -7 | 1.2 | -0.7 | -4 | -8
CC(Oc1ccc2ccccc2c1)C(=O)NNC(=S)NC(=O)c1ccco1 (stereo not drawn) | -22 | 23* | 2 | 13 | 62* | 34* | 34* | 2 | -6
Cc1ccsc1C(=O)OCC(=O)NC1CCCC(C)C1C (stereo not drawn) | -3 | -0.3 | 16 | -19 | 4 | -0.4 | -1.4 | . | -16
O=C(CN1CCN(S(=O)(=O)c2ccc(Br)cc2)CC1)N/N=C/c1ccc(Cl)c([N+](=O)[O-])c1 | 0 | 1.4 | 8 | 23 | 18 | 0.7 | 0.8 | -10 | 2
CCn1cc(/C=C/C(=O)NCc2c(C)nn(C)c2C)cn1 | 2 | 1.2 | 9 | -11 | 5 | 0.3 | 0.5 | 5 | -15
Cc1cccc(CNc2ncnc3ccc(-c4ccccc4Cl)cc23)c1 | -6 | -1.1 | 17 | -23 | 23 | 0.7 | -0.3 | . | -18
COC(=O)c1nc[nH]c1C(=O)OC | -6 | 0.2 | 10 | -11 | -15 | 3.4 | 0.2 | -8 | -7
O=C(CCSc1ccccc1)NCCSCc1ccco1 | -5 | -0.8 | -2 | -10 | 8 | 2.2 | -3.1 | -3 | 6
CCn1c(SCC(=O)N/N=C/c2ccccc2OCC(=O)O)nnc1-c1ccccc1 | -4 | 1.1 | . | -2 | . | . | -1.7 | -3 | .
O=C(COC(=O)c1ccc2c(c1)OCCO2)NCc1ccc(Cl)cc1 | . | . | 25 | . | -23 | 3.0 | . | . | -2
O=C(Cc1n[nH]c(=O)c2ccccc12)NCc1ccccn1 | 0 | 0.2 | 8 | -6 | -5 | -0.5 | 0.4 | -12 | -13
CCOC(=O)c1c(NC(=O)C2C3C=CC(C3)C2C(=O)O)sc2c1CCCC2 (stereo not drawn) | 4 | 2.3 | 0 | -22 | 6 | 1.1 | 1.2 | -8 | 11
O=C(c1ccc2c(c1)OCO2)N1CCN(c2ncccn2)CC1 | -12 | 0.1 | 13 | -11 | 4 | -0.2 | 0.7 | 4 | 4
COc1ccc(CSCCNC(=S)Nc2ccccc2)cc1Cl | -5 | 6.7 | -14 | 9 | 15 | 3.8 | 8.0 | -8 | 12
Cc1csc2ncc(C(=O)Nc3ccccc3Cl)c(=O)n12 | -1 | 1.2 | 22 | -8 | -6 | 0.7 | 0.6 | -24 | -9
COCc1cc(=O)n2[nH]c(N)nc2n1 | -6 | 0.3 | -17 | 3 | -4 | 0.1 | 0.1 | -8 | 5
COC(=O)[C@H](Cc1ccc(O)cc1)NC(=O)Cn1cnc2c(OCc3ccccc3)ncnc21 | 6 | 4.5 | 13 | -27 | 0 | 2.6 | 5.1 | . | -13

Grouped by structure: those above with bromine (two)
SMILES | OXTR potentiator | V1aR counter | M1 PAM parental | CHO parental Ca | TAAR1 antag | CHO-K1 Ca ag | OXTR ag | GPR7 antag | CHO-K1 Ca antag
COc1ccc(CNc2ccc(Br)cc2)cc1 | -7 | -0.7 | 16 | -8 | 12 | 0.7 | -2.2 | -13 | -12
O=C(CN1CCN(S(=O)(=O)c2ccc(Br)cc2)CC1)N/N=C/c1ccc(Cl)c([N+](=O)[O-])c1 | 0 | 1.4 | 8 | 23 | 18 | 0.7 | 0.8 | -10 | 2

Next section.
SMILES | OXTR potentiator | V1aR counter | M1 PAM parental | CHO parental Ca | TAAR1 antag | CHO-K1 Ca ag | OXTR ag | GPR7 antag | CHO-K1 Ca antag
CCc1ccc2oc(C(=O)NCc3ccncc3)c(C)c2c1 | -7 | 4.9 | 16 | -11 | 7 | 7.1 | 8.7 | -5 | -1
CC(C)C(OC(=O)CCC(=O)Nc1nccs1)C(=O)NC1CCCCC1 (stereo not drawn) | -9 | -0.5 | 5 | 1 | -9 | 0.9 | -1.0 | -12 | 0
CCC(Sc1nc2cc3c(cc2c(=O)n1Cc1ccco1)OCO3)C(=O)NCCOC (stereo not drawn) | -2 | -0.2 | 7 | -11 | 26 | 1.2 | -1.1 | -15 | 8
COC(=O)NC1(C(=O)O)CCCC1 | -4 | -0.3 | -8 | -2 | -6 | 0.3 | 0.7 | -18 | -15
CCN1CCN(c2ccc(S(=O)(=O)N3CCCCC3)cc2NC(=O)/C=C/c2ccc(F)cc2)CC1 | 6 | 0.7 | 16 | -14 | -6 | 2.2 | 4.4 | . | -3
COc1cccc(-c2nc3nc(C)cc(C)n3c2NCc2ccccc2)c1 | . | . | 15 | . | -14 | 0.4 | . | . | -12
NC(=S)N=Nc1c(O)n(Cc2ccc(Br)cc2)c2ccccc12 | -7 | -1.0 | 19 | -10 | -31 | 0.2 | -2.0 | 2 | -12
CC1(C(=O)O)CCC(C(N)=O)C1(C)C (stereo not drawn) | -2 | 0.8 | -20 | -4 | -9 | 0.1 | 0.9 | -4 | 18
CCC(C)NC(=O)CN(c1cc(Cl)ccc1OC)S(C)(=O)=O (stereo not drawn) | -5 | 0.2 | 18 | -18 | -5 | 0.3 | -0.5 | -8 | -9
O=c1[nH]c(=S)[nH]cc1Oc1ccc(Cl)cc1Cl | . | . | 0 | . | -2 | 0.9 | . | -14 | -14
CC(=O)c1ccc(N2CCN(CC(=O)N(C3CC3)C3CCS(=O)(=O)C3)CC2)c(F)c1 (stereo not drawn) | -4 | 0.8 | -1 | -4 | -17 | 0.7 | 1.8 | . | -4
COCCC(=O)Nc1ccc2c(c1)CN(C(=O)CSC)CC2 | -4 | 0.2 | 17 | -7 | 6 | 0.9 | 0.7 | -6 | -4
O=C(NCCc1ccc(Cl)cc1)C1CCC(CNc2nc(=S)[nH]c3ccccc23)CC1 (stereo not drawn) | -12 | 0.6 | 10 | -17 | -21 | 0.4 | -1.4 | -3 | -8
COc1ccc(S(=O)(=O)CCC(=O)N2CCN(c3ccc([N+](=O)[O-])cc3)CC2)cc1 | -24 | 8.0 | -3 | 25 | -11 | 10 | 8.7 | 14 | -11
CC(C)Cc1nnc(NC(=O)CCC(=O)NC2CCCc3ccccc32)s1 (stereo not drawn) | -7 | -0.3 | 10 | -12 | -1 | -0.2 | -0.2 | -3 | 1
CC/C(=N\NC(=O)CSCc1ccccc1Cl)c1ccc2c(c1)OCCO2 | -6 | 1.0 | 15 | -27 | -27 | 3.1 | -0.6 | -4 | -5
CCc1ccccc1NC(=O)COC(=O)c1cccs1 | -8 | 0.0 | 19 | -7 | -2 | 0.8 | -0.9 | -8 | -13
NC(=O)c1ncc(C(F)(F)F)cc1Oc1cccc(F)c1 | -12 | 1.3 | 3 | -2 | 2 | -0.2 | -0.5 | -6 | -4
CC12CCC(C(=O)N(CC(=O)O)C1=O)C2(C)C (stereo not drawn) | -9 | 1.1 | 13 | -7 | 4 | 1.7 | -0.8 | 4 | 2
CCOC(=O)N1CCN(S(=O)(=O)c2ccc(OCC(=O)OC)c(Cl)c2)CC1 | -5 | 2.3 | 9 | -12 | -4 | 3.0 | 3.1 | -4 | -11
COc1ccc([N+](=O)[O-])cc1NC(=O)C(C)OC(=O)C1CCCC1 (stereo not drawn) | -3 | -1.1 | 14 | 5 | -20 | -0.3 | -1.0 | -4 | 12
Cc1ccc(CNS(=O)(=O)c2ccc(C(C)(C)C)cc2)n1C | -2 | 0.7 | -10 | -10 | -7 | 0.3 | 0.5 | -9 | -9
CCn1c(Cc2ccccc2)nnc1SCC(=O)Nc1nc2ccccc2s1 | -7 | -0.3 | 17 | -21 | -12 | 0.9 | -0.3 | 1 | 1
COc1ccc(NC(=O)Cn2c3ccccc3c3nc4n(c(=O)c32)CCS4)cc1OC | 5 | 0.7 | 6 | -14 | -12 | 0.9 | 0.3 | -5 | -7
O=C(NCc1ccco1)c1cnccn1 | -11 | 0.5 | -2 | -6 | 2 | 0.2 | 0.5 | 5 | 19
Following part
SMILES | OXTR potentiator | V1aR counter | M1 PAM parental | CHO parental Ca | TAAR1 antag | CHO-K1 Ca ag | OXTR ag | GPR7 antag | CHO-K1 Ca antag
CCOC(=O)c1cc[nH]c1CC(=O)NC | -9 | 0.4 | 9 | 1 | 8 | -0.4 | -0.7 | -8 | -4
CCOC(=O)c1cc(-c2ccc(N3CCOCC3)cc2)nn1-c1ccc(F)cc1F | -9 | -0.5 | 9 | -23 | -25 | 0.4 | -1.5 | 7 | -4
Cc1ccc(CNS(=O)(=O)c2cc(F)ccc2CN2C(=O)c3cccnc3C2=O)o1 | -5 | 3.8 | 10 | -9 | -9 | 1.5 | 2.4 | 8 | -10
Cc1ccc(S(=O)(=O)NC(C)(C)CN2CCc3ccccc3C2)cc1 | -6 | 0.2 | 10 | -22 | -21 | 0.9 | -0.5 | 1 | -10
CCCOC(=S)Nc1ccccc1 | -1 | 0.7 | 13 | -9 | 10 | 0.0 | -2.2 | -18 | -9
O=C1CC[C@@H]2C[C@@]3(C[C@@H]4CCN1[C@H]24)Nc1cc([N+](=O)[O-])ccc1NC3=NCc1ccccc1 | . | . | 13 | . | 6 | 1.1 | . | . | -13
